# Screening data (PubChem)
# TDP2 absorb: human TDP2 enzyme inhibitors, primary screen, biochemical, epi absorbance, recombinant enzyme; T5PNP hydrolysis, p-nitrophenol absorbance 415 nm; inhibition, % at 12.8 µM; 0.34% of 370,000 active; AID 720702, 2013;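 active means inhibition above the mean of all tested compounds plus 3 SD, set per campaign, cut at about 25% in these data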;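 further: 0% = DMSO with enzyme and 100% = buffer with substrate but no TDP2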
# Target sequence (O95551 whole entry, looked up): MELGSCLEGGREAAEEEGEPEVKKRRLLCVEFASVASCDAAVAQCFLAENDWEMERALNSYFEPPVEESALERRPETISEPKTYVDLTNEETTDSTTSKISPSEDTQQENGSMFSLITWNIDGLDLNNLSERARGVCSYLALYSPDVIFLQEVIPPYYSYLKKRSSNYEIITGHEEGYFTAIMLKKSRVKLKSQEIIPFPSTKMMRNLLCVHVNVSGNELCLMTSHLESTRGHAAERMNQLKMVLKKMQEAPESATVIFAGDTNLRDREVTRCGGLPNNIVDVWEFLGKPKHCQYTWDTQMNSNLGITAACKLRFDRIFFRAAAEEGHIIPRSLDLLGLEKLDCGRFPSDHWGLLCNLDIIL
#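 Material: recombinant human TDP2; quantity: TDP2 enzyme at 120 nM final; medium: Tris-HCl pH 7.5 with MgCl2; compound: single concentration, 12.8 µM nominal, with 1% DMSO; incubation: 2 h enzyme incubation at 37 °C; signal: epi absorbance; measure: percent inhibition; benchmarks: high control without enzyme, low control DMSO plus TDP2; repeats: singlicate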
# LEDGF integ inh: blockers of LEDGF/p75-dependent integrase strand transfer – biochemical, TR-FRET, high throughput, primary screen. 0.64% of 370,000 active. TR-FRET IN-LEDGF/p75 DNA integration, Eu/Cy5. inhibition, % at 3.7 µM. HIV-1 integrase (with human LEDGF/p75);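 active means inhibition above the screen-wide mean plus 3 SD, cut at about 13% in these data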;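 further: signal is the Cy5 over europium emission ratio at 671 and 618 nm; 0% = plate median of compound wells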
# SIAE primary: human SIAE inhibitors, primary screen, biochemical, fluorescence polarization, FP-Rh probe, 1536-well HTS. Sialate O-acetylesterase (Homo sapiens), Q9HAT2. SIAE FP-Rh probe binding. inhibition, % at 9.66 µM. 0.69% of 370,000 active. AID 1053197, 2014;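 active means inhibition above a cutoff: mean of compounds within the control limits plus 3 SD of those, cut at about 17% in these data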;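 further: 0% = plate median of compound wells and 100% = probe without SIAE protein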
# DDE Tn7 FP inh: inhibitors of Tn7 peptide binding to fibrin DD(E), primary screen, biochemical, fluorescence polarization, human fibrin, Tn7 probe | Fibrinogen beta chain (Homo sapiens), P02675 | FP displacement of FITC-Tn7 peptide from fibrin DD(E); 0% = median of compound wells per plate | inhibition, % at 8.3 µM | 0.13% of 370,000 active | AID 720508, 2013;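 active means inhibition above the mean of compounds falling within the control limits plus 3 SD of them, cut at about 14% in these data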;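 further: 0% = plate median of compound wells and 100% = 10 µM Aha-Tn7 peptide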
#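 System: human fibrin DD(E); quantity: Fibrin-DD(E) at 2 µM final; also added: fluorescent Tn7 probe at 0.1 µM; compound dosing: single nominal test concentration of 8.3 µM per compound; schedule: 10 min preincubation, 3 h with tracer, room temperature; detection: fluorescence polarization of the labelled Tn7 tracer; repeats: one replicate per compound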
# TCR CD3 inh: inhibitors of human TCR-CD3 interaction, primary screen, biochemical, fluorescence, TAMRA-labeled TCR probe; T-cell receptor (TCR); inhibition, % at 9.4 µM; 0.37% of 360,000 active; AID 651800, 2012; in the data active means inhibition above about 19%;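 further: recombinant mutant TCR 2C K166C tagged with TAMRA read by polarization; 0% = receptor in buffer alone and 100% = receptor with positive control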
# PG9 Ab binder: binders of HIV-1 gp120 antibody PG9, primary screen, biochemical, TR-FRET; 0.43% of 360,000 active; inhibition, % at 6.7 µM; HIV-1 gp120 / PG9 antibody interaction; TR-FRET gp120-PG9 antibody binding; AID 624416, 2012; in the data active means inhibition above about 8.5%
# mABHD4 FP: ABHD4 inhibitors, primary screen, biochemical, fluorescence polarization, mouse. (Lyso)-N-acylphosphatidylethanolamine lipase (Mus musculus), Q8VD66. purified mABHD4, FP-Rh probe fluorescence polarization. inhibition, % at 8.92 µM. 0.54% of 370,000 active. AID 720543, 2013;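 active means inhibition exceeding the mean over every tested compound plus 3 SD, cut at about 30% in these data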;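 further: 0% = plate median of compound wells and 100% = S159A mutant with DMSO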
# Target sequence (Q8VD66 whole entry, looked up): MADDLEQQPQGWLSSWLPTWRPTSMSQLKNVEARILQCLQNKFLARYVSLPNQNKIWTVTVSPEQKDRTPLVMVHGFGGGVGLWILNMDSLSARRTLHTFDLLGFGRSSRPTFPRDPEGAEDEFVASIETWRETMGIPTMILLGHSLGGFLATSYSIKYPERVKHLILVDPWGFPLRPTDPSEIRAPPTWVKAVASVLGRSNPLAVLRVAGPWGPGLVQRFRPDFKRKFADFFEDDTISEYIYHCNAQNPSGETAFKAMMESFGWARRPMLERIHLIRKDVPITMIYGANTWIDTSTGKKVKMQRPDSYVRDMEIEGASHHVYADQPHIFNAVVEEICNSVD
#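 Test system: mABHD4 protein | Buffer or medium: HEPES pH 7.0 buffer, 150 mM NaCl, 0.01% Pluronic F-127 | Probe or stimulus: FP-Rh fluorescent activity-based probe, added after compound pre-incubation | Timing: Pre-incubation 45 min, probe exposure 60 min, at 25 °C | Technique: Fluorescence polarization, excitation 525 nm, emission 598 nm, BODIPY TMR filters | Repeats: Single well per compound (singlicate)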
# PRMT1 inh: PRMT1 methyltransferase inhibitors, primary screen, biochemical, fluorescence polarization | recombinant PRMT1, activity-based probe fluorescence polarization | inhibition, % at 2.79 µM | 1.3% of 370,000 active;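 active means inhibition above about 21% made by adding two undisclosed values, limit read from the data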
# Target sequence (Q99873 whole entry, looked up): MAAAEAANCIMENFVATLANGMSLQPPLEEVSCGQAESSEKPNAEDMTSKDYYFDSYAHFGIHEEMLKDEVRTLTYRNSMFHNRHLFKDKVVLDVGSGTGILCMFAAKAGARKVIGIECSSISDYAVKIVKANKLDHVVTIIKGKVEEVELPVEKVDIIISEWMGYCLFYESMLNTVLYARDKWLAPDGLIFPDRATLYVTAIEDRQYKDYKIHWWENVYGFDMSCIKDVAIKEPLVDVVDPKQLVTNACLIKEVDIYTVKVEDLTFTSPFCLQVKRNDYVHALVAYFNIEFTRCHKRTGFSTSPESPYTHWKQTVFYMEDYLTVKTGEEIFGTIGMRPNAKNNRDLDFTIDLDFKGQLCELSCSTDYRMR
# HTRA1 inhibitor: HTRA1 serine protease inhibitors, primary screen, biochemical, fluorescence polarization, HTS. recombinant HTRA1, FP-rhodamine activity-based probe. AID 504803, 2011. inhibition, % at 5.96 µM. Q92743. 0.5% of 340,000 active; in the data active means inhibition above about 36%;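 further: 0% = enzyme with DMSO and 100% = wells lacking enzyme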
# UHRF1 binding: UHRF1 methylated DNA binding inhibitors, primary screen, counter-screen for MBD2 inhibitor project, biochemical, TR-FRET, human UHRF1, single concentration. E3 ubiquitin-protein ligase UHRF1 (Homo sapiens), Q96T88. UHRF1 binding to methylated oligo. inhibition, % at 4.4 µM. 0.75% of 370,000 active; in the data active means inhibition above about 21%;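 further: UHRF1 SRA domain binding a hemimethylated CpG hairpin DNA probe; 0% = median of test compound wells and 100% = reference inhibitor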
# * hit, by the source's call; . = no result given.
# The line under a structure holds: TDP2 absorb	LEDGF integ inh	SIAE primary	DDE Tn7 FP inh	TCR CD3 inh	PG9 Ab binder	mABHD4 FP	PRMT1 inh	HTRA1 inhibitor	UHRF1 binding
1) Cc1nn(C(C)C(=O)NCc2ccccc2)c(C)c1[N+](=O)[O-] (centres undefined)
  2	4	0	-1	1	-0.3	4	-2	0	0
2) Oc1ccc(C=NCC2COc3ccccc3O2)cc1 (centres undefined)
  -1	1	-2	1	-1	-1.2	-2	-2	1	-3
3) O=C1NN=C(c2ccc(Cl)cc2)CC1c1c[nH]c2ccccc12 (centres undefined)
  1	-3	2	5	4	-0.3	-15	-1	-25	4
4) O=C(Cc1cccc(C(F)(F)F)c1)OCN1C(=O)c2ccccc2C1=O
  12	2	0	0	-3	-0.4	-2	0	-4	-1
5) COc1ccc(-c2csc(-n3ncc(C(=O)O)c3C(F)(F)F)n2)cc1
  -6	4	-5	4	6	16*	-7	1	3	-1
6) O=C1CC(C(=O)Nc2ccc(Cl)cc2)n2ncnc2N1 (centres undefined)
  10	-4	-5	0	2	0.2	-2	4	4	-2
7) COc1ccc(/C=c2\sc3nc(-c4ccccc4OC)nn3c2=O)c(OC)c1
  -1	0	-11	0	6	-1.9	7	-3	-4	-3
8) O=C(COC(=O)c1ccc(Cl)nc1)NCCc1ccc(Cl)cc1
  -18	2	-10	6	1	-2.2	-13	0	1	0
9) O=c1[nH][nH]c(C(F)(F)F)c1C=NCc1cccs1
  9	-2	1	6	-1	-2.8	6	1	4	4
10) CN(C)c1ccc(NS(=O)(=O)c2cc(Cl)ccc2Cl)cc1
  0	-1	14	4	6	-0.8	12	15	4	-1
11) O=C1CCC/C(=N\NC(=O)c2ccc(NS(=O)(=O)c3ccc(Br)cc3)cc2)C1
  -13	2	6	-3	8	-5.5	2	-3	-2	1
12) COc1ccc(CNc2oc(COc3ccc(Cl)cc3)nc2C#N)cc1
  -11	-7	-16	-3	-8	-0.1	-27	6	-49	1
13) COc1ccc(OC)c(NC(=O)CS(=O)(=O)c2ccccc2)c1
  8	1	-1	6	-5	0.9	-3	3	3	3
14) Cc1cccc2c1OCC/C2=N\NC(=O)COc1ccccc1Cl
  -14	-7	1	4	-4	-2.6	-1	5	-5	4
15) COCCCN1C(=O)C(CC(=O)NCc2ccco2)CC(C(=O)N(C)C)=C1C (centres undefined)
  0	-1	1	2	-6	-1.1	5	1	2	3
16) CCOc1ccccc1NC(=O)c1ccc(OCC(=O)N2CCOCC2)c(OC)c1
  1	-2	-6	7	3	-0.8	7	0	2	10
17) O=c1c(-c2ccco2)[n+]([O-])c2ccccc2n1OCc1ccccc1
  -5	1	0	-1	0	-4.4	3	4	11	-4
18) CCN(CC)C(=O)CSc1nc2ccccc2c(=O)[nH]1
  10	2	-6	5	1	1.1	5	-2	6	1
19) O=c1oc(-c2ccccc2)c(-c2ccccc2)c2ccccc12
  -12	-4	-4	-4	-1	1.0	-9	7	2	2
20) CCCCc1ccc(NC(=O)Nc2cnccn2)cc1
  5	-1	2	-3	-2	-1.8	-8	2	-7	-1
21) COc1ccc(OC)c(Nc2nc3nonc3nc2N2CCCC(C)C2)c1 (centres undefined)
  -1	-2	2	-5	0	-0.4	7	-5	7	-1
22) CC(=O)c1c(C)[nH]c(C(=O)N2CC(C)CC(C)C2)c1C (centres undefined)
  -3	1	2	-3	-1	-0.3	-2	-1	2	1
23) COc1cc(C)c(Cl)cc1S(=O)(=O)n1ccnc1C
  9	0	3	-6	-3	0.1	2	0	2	-1
24) O=C(NC1CCN(C(=O)Nc2ccc(F)cc2)CC1)c1ccccc1F
  -2	0	-1	0	5	0.0	1	1	10	-1
25) CC(=O)Oc1ccc(-c2cccc(C(=O)O)c2)cc1
  4	-2	10	-15	-2	-2.6	-4	1	6	-1
26) Cc1noc(C)c1Cn1nc(C(=O)O)c2ccccc2c1=O
  -10	7	5	-3	8	-1.1	0	-2	-1	1
27) Cc1sc2ncnc(NCCCn3ccnc3)c2c1C
  -2	0	-5	-10	1	-0.5	4	-1	-4	3
28) COC(=O)C(C)NS(=O)(=O)c1ccc(NC(C)=O)cc1 (centres undefined)
  7	4	-1	3	-8	0.1	-5	-3	-2	-2
29) CC1(C)Cc2ccccc2-c2nnc(SCc3ccc(C#N)cc3)n21
  -2	1	-3	-6	8	0.0	-3	1	2	0
30) COCCCNc1nc2c(-c3cccc(C)c3)nnn2c2ccc(Cl)cc12
  -3	-4	-7	7	1	10*	4	1	-12	7
31) CCN(CC)S(=O)(=O)c1ccc(C(=O)OCC(=O)Nc2sc3c(c2C#N)CCCCC3)cc1
  -8	5	-3	3	1	-3.6	0	5	-17	-1
32) CCOCCCNC(=O)C1CCC(=O)N1CCc1ccccc1 (centres undefined)
  8	-1	1	4	0	0.5	1	2	4	1
33) C[C@]12c3[nH]c4cc(-c5ccco5)ccc4c3CCN1C(=O)[C@@H](CC(=O)NCCC1=CCCCC1)C[C@@H]2C(=O)N1CCCCC1
  1	0	-5	0	-1	0.6	9	11	-2	0
34) CN(C)CC(=O)c1c[nH]c2ccccc12
  -8	-4	7	-3	8	-1.3	-1	-1	-1	0
35) CCC(CC)C(=O)c1c[nH]c(C(=O)NCCc2ccccn2)c1
  8	0	6	-1	-6	-1.5	2	0	5	-1
36) COc1ccc(N(CC(=O)NCc2ccc3c(c2)OCO3)C(=O)CCC(=O)Nc2ccccn2)cc1
  6	-3	-2	-2	5	-0.5	3	-1	0	-4
37) COC(=O)c1sccc1NC(=O)CC1NCCNC1=O (centres undefined)
  0	-2	-5	-1	0	-1.1	-3	-2	1	-3
38) N#Cc1cc([N+](=O)[O-])ccc1NCCN1CCOCC1
  7	-1	-1	6	6	-2.9	1	1	-3	-2
39) CC(Oc1coc(CN2CCN(C(=O)c3ccco3)CC2)cc1=O)c1ccccc1 (centres undefined)
  7	-3	-2	6	-6	0.6	4	3	4	1
40) O=C(CSc1nc2ncccc2[nH]1)c1cccc([N+](=O)[O-])c1
  11	-1	2	-7	3	-2.2	-1	4	-2	-5

# Ordered by molar mass (highest first): part of the list above.
# The line under a structure holds: TDP2 absorb	LEDGF integ inh	SIAE primary	DDE Tn7 FP inh	TCR CD3 inh	PG9 Ab binder	mABHD4 FP	PRMT1 inh	HTRA1 inhibitor	UHRF1 binding
39) CC(Oc1coc(CN2CCN(C(=O)c3ccco3)CC2)cc1=O)c1ccccc1 (centres undefined)
  7	-3	-2	6	-6	0.6	4	3	4	1
27) Cc1sc2ncnc(NCCCn3ccnc3)c2c1C
  -2	0	-5	-10	1	-0.5	4	-1	-4	3
22) CC(=O)c1c(C)[nH]c(C(=O)N2CC(C)CC(C)C2)c1C (centres undefined)
  -3	1	2	-3	-1	-0.3	-2	-1	2	1

# (cont.)
# The line under a structure holds: TDP2 absorb	LEDGF integ inh	SIAE primary	DDE Tn7 FP inh	TCR CD3 inh	PG9 Ab binder	mABHD4 FP	PRMT1 inh	HTRA1 inhibitor	UHRF1 binding
41) COCCNC(=O)CSc1nc2ccccc2c(=O)n1-c1cccc(OC)c1
  5	-2	0	3	5	0.6	9	-5	5	-4
42) C=C(CC[C@@H](O)C(C)(C)O)[C@H]1CC[C@]2(C)[C@@H]1CCC1[C@@]3(C)CCC(=O)C(C)(C)C3CC[C@]12C (some centres undefined)
  -1	0	-2	7	6	-1.5	-8	1	-12	-4
43) COc1ccc(CCN(C)C(=O)c2ccc(OCC(=O)N3CCOCC3)c(OC)c2)cc1OC
  -11	-2	3	3	-13	1.6	-7	6	3	6
44) CCC(=O)Nc1cccc(C(=O)N(Cc2ccccc2)Cc2ccccc2)c1
  5	-1	-8	9	1	-1.7	0	-1	-5	0
45) CN1CCN(CCCNC(=O)C2CCN(c3nnc(-n4cccc4)s3)CC2)CC1
  2	-1	-5	-8	5	-0.1	12	-1	3	1
46) O=C(NCc1ccccc1Br)C1CCCO1 (centres undefined)
  7	-1	-2	3	14	-1.7	-1	-4	2	0
47) CCOC(=O)c1cnc2c(cnn2C)c1NCc1ccc(OC)cc1
  -5	-3	-9	0	3	0.6	-3	-3	-6	19
48) CCCCNc1c(-c2ccc(OC)c(SC(C)CC)c2)nc2ccc(Cl)cn12 (centres undefined)
  -11	4	-3	-7	-2	-3.4	8	3	1	1
49) N#CCCS(=O)(=O)c1ccc(N)cc1
  10	0	5	-2	2	-1.4	-12	0	-8	-4
50) O=C(N/N=C/C(Cl)=C\c1ccccc1)c1ccco1
  -1	2	0	-7	-5	-3.9	-8	-2	0	20
51) CC(C)Oc1ccc(/C(O)=C2/C(=O)C(=O)N(CCN3CCNCC3)C2c2cccc([N+](=O)[O-])c2)cc1 (centres undefined)
  -8	-4	-2	0	-3	1.6	4	3	7	2
52) Cc1cccc(NC(=O)CSc2ncnc3sc4c(c23)CCCC4)c1
  -3	2	-1	-5	.	.	-4	-8	.	-1
53) COc1ccc(C/C(N)=N/O)cc1
  -18	-4	1	-2	-6	-1.2	1	1	1	6
54) COCCCNC(=S)Nc1cc2oc3ccccc3c2cc1OC
  9	0	5	4	5	-1.5	0	0	-2	0
55) CCN(Cc1ccncc1)C(=O)CCc1nnc(CCc2ccccc2OC)o1
  2	2	4	3	0	-0.5	4	0	-3	3
56) CC(C)(C)c1ccc(CC(=O)N2CCC2(C)C(=O)Nc2cccc3c2CCCC3)cc1 (centres undefined)
  3	-3	2	7	-1	1.6	-7	-2	.	-3
57) CCN(CC)C(=O)c1csc(Nc2cccc3ccccc23)n1
  -8	-5	1	2	-8	-1.9	4	-1	-15	3
58) CC(=O)Nc1cccc(NC(=O)c2ccc3[nH]c(C)c(C)c3c2)c1
  0	-7	0	-8	-4	-1.4	10	2	-10	0
59) COc1cc(C(=O)Nc2nc3ccccc3[nH]2)ccc1OC(F)F
  -5	1	-3	8	-5	-1.2	6	2	-1	3
60) COc1ccc(-n2ncc3c2CC(C)(C)CC3NC(=O)CCn2nc(C)cc2C)cc1 (centres undefined)
  -5	1	4	-3	-2	-1.1	-13	-2	-1	0
61) Cc1cccc(N2CCN(C(=O)C3CCC(CNS(=O)(=O)c4cccs4)CC3)CC2)c1C (centres undefined)
  11	1	-7	-6	-8	-0.3	3	1	-32	2
